High-throughput results: PubChem BioAssay, The Scripps Research Institute Molecular Screening Center
LYPLA1 counter = counter-screen for PME1 inhibitors: inhibitors of human LYPLA1; recombinant LYPLA1, FP-Rh probe fluorescence polarization; inhibition, % at 5.9 µM; hit rate 0.16% among 320,000; AID 2174;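 active means inhibition above the mean of all tested compounds plus 3 SD, set per campaign, cut at about 14% in these data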;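 further: inhibitors block serine hydrolase probe labeling of LYPLA1 so polarization falls; 0% = enzyme with DMSO and 100% = wells lacking LYPLA1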
PAD4 inh = inhibitors of human PAD4; recombinant PAD4, RCA probe fluorescence polarization; inhibition, % at 6.36 µM; Q9UM07; hit rate 0.41% among 330,000;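 active means percent inhibition above a cutoff equal to the mean of all tested compounds plus 3 SD, cut at about 15% in these data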;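 further: 0% = PAD4 with RCA probe and DMSO and 100% = probe without PAD4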
PAFAH1B2 inh = inhibitors of human PAFAH1B2. P68402. recombinant PAFAH1B2, FP-rhodamine activity probe, fluorescence polarization. inhibition, % at 3.39 µM. hit rate 1.2% among 340,000;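 active means inhibition above the mean of all tested compounds plus 3 SD, cut at about 24% in these data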;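 further: 0% = enzyme with DMSO and 100% = wells lacking PAFAH1B2; many of its hits are not listed in these tables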
PREPL inhibitor = inhibitors of human prolyl oligopeptidase-like enzyme PREPL | Q4J6C6 | recombinant PREPL, fluorescence polarization activity-based probe | inhibition, % at 5.96 µM | hit rate 0.68% among 320,000 | AID 2751; in the data active means inhibition above about 43%;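 further: 0% = enzyme with DMSO and 100% = wells lacking enzyme; many of its hits are not listed in these tables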
pPAFAH inh = pPAFAH (human) enzyme inhibition; Q13093; recombinant pPAFAH, FP-rhodamine probe fluorescence polarization; inhibition, % at 3.39 µM; hit rate 1.5% among 330,000;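 active means inhibition above the mean inhibition across the screen plus 3 SD, cut at about 25% in these data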;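 further: inhibitors block binding of the rhodamine activity-based probe so polarization drops; 0% = enzyme with DMSO and 100% = wells lacking pPAFAH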
PME-1 inh = blocks human protein phosphatase methylesterase 1. hit rate 0.53% among 320,000. recombinant PME-1, FP-Rh probe fluorescence polarization. inhibition, % at 5.9 µM. AID 2130;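 active means inhibition above the campaign mean of all compounds plus 3 SD, cut at about 26% in these data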;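 further: competitive labeling of PME-1 active site by serine hydrolase directed probe; 0% = PME-1 with DMSO and 100% = wells lacking PME-1 enzyme; inhibitors block probe labeling so polarization falls and inhibition rises; many of its hits are not listed in these tables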
Target sequence (Q9Y570 whole entry, looked up): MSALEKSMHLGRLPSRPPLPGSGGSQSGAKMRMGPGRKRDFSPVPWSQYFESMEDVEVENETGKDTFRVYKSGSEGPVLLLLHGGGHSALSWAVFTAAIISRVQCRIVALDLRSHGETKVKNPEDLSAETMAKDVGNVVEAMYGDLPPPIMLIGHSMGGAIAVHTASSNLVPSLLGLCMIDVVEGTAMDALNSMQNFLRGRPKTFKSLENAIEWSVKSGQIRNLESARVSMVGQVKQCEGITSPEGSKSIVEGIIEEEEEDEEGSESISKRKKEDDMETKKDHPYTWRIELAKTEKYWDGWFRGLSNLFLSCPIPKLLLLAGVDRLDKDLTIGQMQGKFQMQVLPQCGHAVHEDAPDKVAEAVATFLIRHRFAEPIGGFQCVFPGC
GSTO1 inh = blocks human GSTO1 in RBBP9 counter-screen; P78417; recombinant GSTO1, activity-based probe fluorescence polarization; inhibition, % at 5.96 µM; hit rate 1.1% among 300,000; AID 1974;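 active means inhibition above the campaign mean inhibition plus 3 SD, cut at about 35% in these data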;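 further: 0% = GSTO1-1 with DMSO and 100% = wells lacking GSTO1-1 enzyme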
Target sequence (P78417 whole entry, looked up): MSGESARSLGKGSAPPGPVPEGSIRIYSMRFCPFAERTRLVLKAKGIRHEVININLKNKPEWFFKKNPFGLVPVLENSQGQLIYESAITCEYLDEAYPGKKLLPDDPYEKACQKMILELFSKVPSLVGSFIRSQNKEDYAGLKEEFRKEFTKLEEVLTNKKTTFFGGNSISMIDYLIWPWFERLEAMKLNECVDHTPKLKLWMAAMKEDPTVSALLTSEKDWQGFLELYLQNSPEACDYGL
PAFAH1B3 FP inh = blocks human PAF acetylhydrolase 1B catalytic subunit 3; recombinant PAFAH1B3, FP-rhodamine probe, fluorescence polarization; AID 492972; inhibition, % at 3.39 µM; hit rate 0.28% among 340,000; Q15102;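 active means inhibition above the screen-wide average of all tested compounds plus 3 SD, cut at about 25% in these data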;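 further: 0% = enzyme with DMSO only and 100% = wells lacking PAFAH1B3 protein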
Target sequence (Q15102 whole entry, looked up): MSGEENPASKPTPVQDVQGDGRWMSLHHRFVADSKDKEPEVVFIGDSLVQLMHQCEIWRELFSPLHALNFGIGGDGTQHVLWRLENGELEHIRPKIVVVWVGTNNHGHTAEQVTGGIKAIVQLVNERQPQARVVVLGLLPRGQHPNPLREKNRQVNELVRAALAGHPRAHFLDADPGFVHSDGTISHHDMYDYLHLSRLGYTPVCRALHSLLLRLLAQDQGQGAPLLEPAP
LYPLA2 counter = blocks human lysophospholipase 2, a PME1 counter-screen; O95372; recombinant LYPLA2, FP-Rh probe fluorescence polarization; inhibition, % at 5.9 µM; hit rate 0.38% among 320,000;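 active means inhibition above the screen-wide mean plus 3 SD, limit set per campaign, cut at about 26% in these data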;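 further: 0% = LYPLA2 with DMSO and 100% = wells lacking LYPLA2 enzyme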
* hit, by the source's call; . = not tested or not shown. A portion of the library; the hit share may differ from the screen's.

SMILES	LYPLA1 counter	PAD4 inh	PAFAH1B2 inh	PREPL inhibitor	pPAFAH inh	PME-1 inh	GSTO1 inh	PAFAH1B3 FP inh	LYPLA2 counter
COc1ccc(OCCCC(=O)NNC(=O)c2ccncc2)cc1	-1	-2	4	3	1	1	-4	5	1
O=C(CCCc1nc(-c2ccccc2)no1)N1CCOCC1	-2	1	4	4	-2	-5	2	7	-1
CCCCCCCCOC1OC(CO)C(O)C(O)C1NC(C)=O (stereo unspecified)	2	0	6	5	-2	0	-2	10	-2
O=C(Nc1ccc(S(=O)(=O)Nc2ncccn2)cc1)C1=NN(c2ccccc2)C(=O)CC1	-3	-4	6	9	9	-8	10	8	-1
CC(=O)c1cccc(N=Nc2c(C)[nH]c3ccccc23)c1	-6	-4	-6	10	12	20	0	2	5
COc1ccc2oc(C(=O)OC(C)C(=O)NCc3ccccc3)c(C)c2c1 (stereo unspecified)	-1	-5	1	-5	2	-5	-5	-2	2
Cc1cccc(C(=O)OCC(=O)N(C)C(c2ccccc2)c2ccccc2)c1[N+](=O)[O-]	-7	1	2	14	-3	2	.	-6	-9
COc1ccc(Cl)cc1C(=O)Nc1ccccc1N1CCN(C)CC1	2	-3	-4	6	-3	-4	-3	5	1
CC(CC(=O)O)CC(=O)Nc1cc(C(F)(F)F)cc(C(F)(F)F)c1 (stereo unspecified)	0	4	6	2	5	4	-1	11	6
Cc1cccc(NC(=O)c2cc(=O)[nH]c3ccccc23)c1	-3	8	8	1	6	-3	1	7	-6
CC(=O)C(/C=N/c1cc(-c2ccc(C)cc2)nn1-c1ccccc1)=C(\C)O	-3	8	0	2	4	-11	8	4	6
O=C(N/N=C/c1ccoc1)c1cc(Br)ccc1O	-5	-25	5	15	33*	-5	5	15	7

2 of these compounds in another layout:
> CC(=O)c1cccc(N=Nc2c(C)[nH]c3ccccc23)c1
- LYPLA1 counter: -6
- PAD4 inh: -4
- PAFAH1B2 inh: -6
- PREPL inhibitor: 10
- pPAFAH inh: 12
- PME-1 inh: 20
- GSTO1 inh: 0
- PAFAH1B3 FP inh: 2
- LYPLA2 counter: 5
> CC(CC(=O)O)CC(=O)Nc1cc(C(F)(F)F)cc(C(F)(F)F)c1 (stereo unspecified)
- LYPLA1 counter: 0
- PAD4 inh: 4
- PAFAH1B2 inh: 6
- PREPL inhibitor: 2
- pPAFAH inh: 5
- PME-1 inh: 4
- GSTO1 inh: -1
- PAFAH1B3 FP inh: 11
- LYPLA2 counter: 6

Going on with the list:
SMILES	LYPLA1 counter	PAD4 inh	PAFAH1B2 inh	PREPL inhibitor	pPAFAH inh	PME-1 inh	GSTO1 inh	PAFAH1B3 FP inh	LYPLA2 counter
O=C(CCN1C(=O)C2CC=CCC2C1=O)N1CCN(c2ccccn2)CC1 (stereo unspecified)	-1	-3	5	3	1	-2	0	1	-2
CC1=C(c2ccccc2)C(=S)NC(C)(C)C1	0	2	7	0	4	2	-1	3	5
CC(NC(=O)NC1CCCCC1)C(c1cccs1)N1CCN(C)CC1 (stereo unspecified)	0	-1	4	-3	-1	-7	5	3	-1
O=C(Nc1cccc(Cl)c1)ON=C1c2ccccc2-c2ccccc21	-8	-1	1	2	-6	-15	-4	22	-12
CCOC(=O)c1ccccc1NC(=O)Cn1cnc2c(cnn2-c2ccc(OC)cc2)c1=O	-4	3	.	10	0	-2	14	.	1
CCc1cccc(NC(=O)CCNS(=O)(=O)c2ccc3[nH]c(=O)oc3c2)c1	-2	-2	10	2	2	-7	9	14	1
CCCCn1c(N)c(N(CC)C(=O)c2ccc(Cl)c(Cl)c2)c(=O)[nH]c1=O	2	-3	2	9	3	0	1	9	-3
C/C(=N/NC(=O)CN1CCN(Cc2ccccc2)CC1)c1ccc([N+](=O)[O-])cc1	-3	5	5	-7	1	0	4	1	-3
COc1cccc(C2C(C#N)=C(N)OC3=C2C(=O)CC(c2ccco2)C3)c1OCc1ccc(F)cc1 (stereo unspecified)	-11	1	4	13	7	-11	-5	6	-21
COc1ccc(CN2CCSc3sccc3C2=O)cc1	-2	-3	2	-4	0	5	1	-2	-6
COc1ccc(OC)c(NC(=O)CN2CCN(C(=O)c3ccco3)CC2)c1	0	-1	1	5	5	1	4	9	-4
COc1ccc(OC)c(NC(=O)N[C@@H](Cc2ccccc2)C(=O)O)c1	1	-2	1	3	-1	-4	-5	0	7

Sorted by the number under PAFAH1B3 FP inh (low to high): 3 of the compounds above.
canonical_smiles | PAFAH1B3 FP inh
COc1ccc(OC)c(NC(=O)N[C@@H](Cc2ccccc2)C(=O)O)c1 | 0
O=C(CCN1C(=O)C2CC=CCC2C1=O)N1CCN(c2ccccn2)CC1 (stereo unspecified) | 1
O=C(Nc1cccc(Cl)c1)ON=C1c2ccccc2-c2ccccc21 | 22

Full records, quoted from the list. Order of values: LYPLA1 counter | PAD4 inh | PAFAH1B2 inh | PREPL inhibitor | pPAFAH inh | PME-1 inh | GSTO1 inh | PAFAH1B3 FP inh | LYPLA2 counter
Listed for C/C(=N/NC(=O)CN1CCN(Cc2ccccc2)CC1)c1ccc([N+](=O)[O-])cc1 → -3 | 5 | 5 | -7 | 1 | 0 | 4 | 1 | -3
Listed for CC(=O)c1cccc(N=Nc2c(C)[nH]c3ccccc23)c1 → -6 | -4 | -6 | 10 | 12 | 20 | 0 | 2 | 5
Listed for COc1ccc(Cl)cc1C(=O)Nc1ccccc1N1CCN(C)CC1 → 2 | -3 | -4 | 6 | -3 | -4 | -3 | 5 | 1
Listed for COc1ccc(OCCCC(=O)NNC(=O)c2ccncc2)cc1 → -1 | -2 | 4 | 3 | 1 | 1 | -4 | 5 | 1
Listed for COc1cccc(C2C(C#N)=C(N)OC3=C2C(=O)CC(c2ccco2)C3)c1OCc1ccc(F)cc1 (stereo unspecified) → -11 | 1 | 4 | 13 | 7 | -11 | -5 | 6 | -21

Carrying on.
SMILES	LYPLA1 counter	PAD4 inh	PAFAH1B2 inh	PREPL inhibitor	pPAFAH inh	PME-1 inh	GSTO1 inh	PAFAH1B3 FP inh	LYPLA2 counter
COC(=O)C1=C(C)N(CCc2ccccc2)C(=O)C1	-2	4	6	5	4	-7	-1	3	-5
CC(C)(C)c1ccc(S(=O)(=O)N2CCC(NC(=O)c3ccco3)CC2)cc1	1	1	7	21	-4	2	-3	6	-2
COc1cccc(C(=O)NCc2nnc(SCC(=O)Nc3nccs3)n2-c2ccccc2)c1	-5	1	-1	-15	5	2	4	-4	-3
O=C(COc1cc2oc(=O)c3c(c2cc1Cl)CCC3)N1C[C@H]2C[C@@H](C1)c1cccc(=O)n1C2	0	-3	1	4	-1	-6	2	5	4
O=C(Cc1csc(-c2ccccc2)n1)NCc1cccs1	1	-2	4	-8	1	7	-8	9	2
Cc1ccc(OCCCCNC(C)c2ccccc2)c(C)c1 (stereo unspecified)	2	2	-1	-11	0	-2	5	1	-6
COC(=O)c1cc(=O)n(-c2c(Cl)cc(C(F)(F)F)cc2Cl)[nH]1	-6	4	2	-2	-1	-1	4	9	-5
Cc1cc(C)nc(SCC(=O)c2ccc(F)cc2F)n1	-2	-5	4	5	-2	-2	-2	5	0
Cc1nnc(SCc2cc(=O)[nH]c(N3CCN(Cc4ccccc4)CC3)n2)s1	-7	-4	1	-2	1	0	-1	6	0
COc1ccc(C(=O)CNc2ccccc2C#N)cc1	0	-2	0	9	2	4	-2	1	-4
COc1cccc(C(=O)C2CCCN(Cc3c(C)n(C)n(-c4ccccc4)c3=O)C2)c1 (stereo unspecified)	1	-2	0	1	3	-5	3	3	-6
COc1cccc(NC(=O)Nc2ccc(C)c(Cl)c2)c1	-8	2	2	9	-12	-13	-17	9	-8
CSCC[C@H](NC(=O)[C@@H]1Cc2ccccc2CN1)C(=O)NC1CCCCC1	4	-2	1	19	0	2	-1	6	2
COc1ccc(NC(=O)c2ccccc2-c2ccccc2)c(C)c1	-2	-2	0	-4	1	0	7	-5	-9
Cc1cc(N2CC(C(=O)Nc3nccs3)CC2=O)ccc1C(C)C (stereo unspecified)	-9	-3	1	-5	5	11	5	4	-1
Cc1ccc(Sc2sc(=O)n(C)c2S(=O)(=O)c2ccc(C)cc2)cc1	-6	0	5	17	0	1	3	9	-1
Clc1cccc(-c2ccnc3nc(-n4cccc4)nn23)c1	1	-3	1	-2	-3	-4	-6	1	-1
COc1ccccc1N1CCN(CC(=O)Nc2ccc(Cl)c(C(F)(F)F)c2)CC1	-3	-1	-6	28	6	5	0	6	0
c1ccc(Nc2ccc3c4c(cccc24)CC3)cc1	-7	-43	-11	23	2	-7	-19	-15	0
O=C(Nc1cc(Cl)ccc1Oc1ccccc1)C1=COCCO1	-3	3	4	-18	6	-7	11	5	0
O=C(O)c1cc(NS(=O)(=O)c2cccc3ccccc23)ccc1O	-4	0	6	19	7	2	6	0	5
O=C(NCCN1CCNCC1)c1ccccc1O	0	0	.	-7	2	-5	8	.	0
CCn1c(SCC(=O)Nc2ccc(C(C)=O)cc2)nc2nc3c(cc2c1=O)CCCC3	-2	-2	4	-2	2	0	-1	-1	-1
O=P(c1cccs1)(c1cccs1)c1cccs1	3	2	7	-3	-1	-2	-1	5	2
Cc1cccc(N(C(=O)Nc2ccc(Cl)cc2)C2=NCC(C)S2)n1 (stereo unspecified)	2	-3	5	8	4	-3	9	-2	-1
CCc1ccc(Oc2cc(Cl)nc(N)n2)cc1	-1	5	0	0	23	3	0	10	3
Cc1ccc(C(O)c2ccc(-n3ccnc3)cc2)cc1 (stereo unspecified)	0	3	10	1	5	1	0	4	-3
N#Cc1ccccc1NC(=O)COC(=O)CCc1ccccc1	-1	-5	8	8	12	-5	7	5	4
CCOC(=O)Nc1ccc(S(=O)(=O)Nc2nccc(C)n2)cc1	-2	-4	4	-3	6	-9	0	-3	-6
COc1ccc(CCNc2nc(C)nc3c2nnn3Cc2ccccc2)cc1OC	0	6	-2	-1	-2	6	3	0	-4
CCOC(=O)c1cc2sc(C)cc2n1CC(=O)Nc1ccc2c(c1)OCCO2	-2	1	5	8	5	-2	10	-1	1
O=C(CCn1c2c(c3ccccc31)CCCC2)NNC(=O)c1ccccc1Cl	-2	3	-4	9	11	5	1	13	2
NS(=O)(=O)c1ccc(N/N=C/c2ccccc2Br)cc1	8	-5	2	22	16	6	1	8	1
CN(C)C(=O)Nc1ccccc1CC[N+](=O)[O-]	-1	-2	1	6	6	3	2	3	0
Cc1cccc(C(=O)NCC(=O)OCCOc2ccccc2Cl)c1	-1	1	4	-6	4	4	9	-7	3
COc1ccccc1-n1c(COc2ccccc2-c2ccccc2)nnc1SCC(=O)c1c(N)n(C)c(=O)n(C)c1=O	-2	1	4	-4	-4	-2	-1	7	-7
